PREPL inhibitor – human PREPL enzyme inhibition | recombinant PREPL, fluorescence polarization activity-based probe | inhibition, % at 5.96 µM | actives 0.68% (n = 320,000) | AID 2751; in the data active = inhibition above about 43%;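 note: 0% = enzyme with DMSO and 100% = wells lacking enzyme; many of its hits are not listed in these tables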
Target sequence (Q4J6C6 whole entry, looked up): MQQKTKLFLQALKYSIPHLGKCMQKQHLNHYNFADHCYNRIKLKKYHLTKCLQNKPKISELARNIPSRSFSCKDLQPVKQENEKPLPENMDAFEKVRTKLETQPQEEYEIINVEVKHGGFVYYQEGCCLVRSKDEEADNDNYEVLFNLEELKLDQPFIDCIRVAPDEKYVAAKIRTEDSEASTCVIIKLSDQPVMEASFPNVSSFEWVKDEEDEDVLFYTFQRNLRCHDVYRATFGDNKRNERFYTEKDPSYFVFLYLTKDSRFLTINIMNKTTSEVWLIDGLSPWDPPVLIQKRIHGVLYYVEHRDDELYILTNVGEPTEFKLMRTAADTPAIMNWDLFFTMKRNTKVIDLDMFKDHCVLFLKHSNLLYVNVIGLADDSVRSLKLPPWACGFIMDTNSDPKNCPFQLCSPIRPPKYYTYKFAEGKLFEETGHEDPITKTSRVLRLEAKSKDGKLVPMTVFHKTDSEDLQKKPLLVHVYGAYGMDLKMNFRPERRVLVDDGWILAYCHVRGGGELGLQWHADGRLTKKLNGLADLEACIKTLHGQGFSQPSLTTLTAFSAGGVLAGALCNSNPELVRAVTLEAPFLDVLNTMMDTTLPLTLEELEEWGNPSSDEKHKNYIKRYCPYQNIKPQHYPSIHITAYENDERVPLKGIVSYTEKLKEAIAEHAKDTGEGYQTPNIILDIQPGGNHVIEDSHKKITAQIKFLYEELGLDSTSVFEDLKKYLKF
TPT1 inh – C. albicans TPT1 enzyme inhibition. recombinant caTPT1, FP RNA substrate dephosphorylation. inhibition, % at 5 µM. actives 0.81% (n = 300,000);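 active = inhibition above the mean of all tested compounds plus 3 SD, set per screening campaign, cut at about 24% in these data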;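 note: plate controls were DMSO alone for no effect and ferristatin control at 100 nM for full effect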
EBNA-1 inh – blocks EBNA-1 binding to DNA; EBNA-1 DNA binding, fluorescence polarization; inhibition, % at 14.8 µM; actives 0.34% (n = 300,000); in the data active = inhibition above about 28%
Efflux pump inh – antifungal efflux pump inhibition, Nile Red retention; S. cerevisiae Candida pump triplex; inhibition, % at 10 µM; actives 0.44% (n = 330,000);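 active = plate passing quality check with inhibition over a set limit, or well fluorescence over plate mean plus 4 SD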;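 note: Nile Red retained in pooled yeast measured as flow cytometry median fluorescence; 0% = buffer negative control and 100% = Enniatin B positive control; higher means more Nile Red kept so more efflux inhibition; some compounds called inactive have numbers as strong as hits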
CTSL1 counter – blocks F. hepatica cathepsin L1 in PFM18AAP counter-screen | recombinant F. hepatica cathepsin L1, Z-Leu-Arg-MCA fluorescence | inhibition, % at 5.96 µM | actives 0.49% (n = 300,000) | AID 1906;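 active = inhibition above the mean of all tested compounds plus 3 SD, set per screening campaign, cut at about 17% in these data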;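 note: 0% = plate median of test compound wells and 100% = 1 µM Z-Phe-Ala-diazomethylketone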
HCV core dimer – HCV core protein dimerization inhibition; TR-FRET GST/Flag-core106 dimerization, 1536-well; inhibition, % at 5 µM; actives 0.33% (n = 300,000);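 active = inhibition above the mean of all tested compounds plus 3 SD, set per screening campaign, cut at about 45% in these data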
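Assay system: tagged HCV core106 pair (GST and Flag); medium: KF-containing HEPES buffer, pH 7.45, DTT, CHAPS, BSA; also added: Eu donor and XL665 acceptor anti-tag antibodies; dosing: 5 µM single dose; timing: compound-protein-antibody incubation 4 h at 22.5 °C; signal: TR-FRET 671 and 617 nm emission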
PP5 primary – blocks human protein phosphatase 5 activity | purified PP5c, OMFP substrate fluorescence | inhibition, % at 6.7 µM | actives 0.18% (n = 320,000) | AID 1987;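 active = inhibition above the campaign's mean inhibition across all tested compounds plus 3 SD, cut at about 9.5% in these data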;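 note: 0% = DMSO only and 100% = 100 µM cantharidin control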
PP1 inh – blocks human PP1-alpha phosphatase, a PP5 counter-screen. P62136. purified PP1alpha, OMFP fluorescence. inhibition, % at 6.7 µM. actives 0.9% (n = 320,000). AID 2235;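 active = inhibition above the mean inhibition of all tested compounds plus 3 SD, computed separately for each screening campaign, cut at about 15% in these data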
Target sequence (P62136 whole entry, looked up): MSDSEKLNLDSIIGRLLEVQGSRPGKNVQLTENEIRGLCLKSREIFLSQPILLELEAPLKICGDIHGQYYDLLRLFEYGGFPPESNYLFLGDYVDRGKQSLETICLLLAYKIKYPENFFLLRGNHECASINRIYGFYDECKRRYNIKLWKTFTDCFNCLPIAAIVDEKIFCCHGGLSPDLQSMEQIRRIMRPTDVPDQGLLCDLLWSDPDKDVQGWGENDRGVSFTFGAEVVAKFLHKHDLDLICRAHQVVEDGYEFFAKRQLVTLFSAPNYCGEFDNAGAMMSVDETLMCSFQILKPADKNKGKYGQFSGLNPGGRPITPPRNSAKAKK
ZTA DNA inh – counter-screen for EBNA-1 inhibitors: inhibitors of Epstein-Barr virus ZTA; P03206; ZTA-DNA binding, fluorescence polarization; inhibition, % at 11 µM; actives 0.15% (n = 320,000); AID 2234; in the data active = inhibition above about 33%
Starred values were filed as active, the others as inactive; nt = no result given.

Start of the data: the first eight entries, to show the layout:
cpd	SMILES	PREPL inhibitor	TPT1 inh	EBNA-1 inh	Efflux pump inh	CTSL1 counter
1	O=C(Nc1ccc(C(=O)OC2CCCCC2)cc1)c1ccncc1	-8	3	-5	0.1	2
2	CC1CN(Cc2ccc(Cl)cc2Cl)CC(C)O1 (centres undefined)	1	-4	5	-0.1	1
3	CC(=O)Nc1ccc(S(=O)(=O)NCCSCc2ccccc2Cl)cc1	-23	-1	9	3.3	-2
4	COc1ccc(C2C3=C(Nc4ncnn42)c2ccccc2CC3)cc1OC (centres undefined)	-20	-1	-12	0.1	-5
5	Cc1c(C(Nc2ccccn2)c2ccc(Cl)cc2)c(=O)n(-c2ccccc2)n1C (centres undefined)	20	5	-8	0.5	2
6	C/C(CC(=O)NC1CCCCC1)=N\NC(=O)Cc1ccc(-c2ccccc2)cc1	-26	0	2	0.3	2
7	CCOC(=O)c1c(-c2ccccc2)csc1NC(=S)NC	5	4	-2	0.0	-4
8	COC(=O)C1CC(=O)N(CCc2c[nH]c3ccccc23)C1 (centres undefined)	1	-1	-9	0.0	-2

cpd	HCV core dimer	PP5 primary	PP1 inh	ZTA DNA inh
1	5	2.7	1	0
2	-2	0.9	1	14
3	-2	1.9	-2	20
4	5	2.2	-6	0
5	2	-1.4	1	1
6	0	-0.7	-2	-11
7	-2	3.3	-5	8
8	-3	3.1	-6	-6

The list itself (from the top)
cpd	SMILES	PREPL inhibitor	TPT1 inh	EBNA-1 inh	Efflux pump inh	CTSL1 counter
1	O=C(Nc1ccc(C(=O)OC2CCCCC2)cc1)c1ccncc1	-8	3	-5	0.1	2
2	CC1CN(Cc2ccc(Cl)cc2Cl)CC(C)O1 (centres undefined)	1	-4	5	-0.1	1
3	CC(=O)Nc1ccc(S(=O)(=O)NCCSCc2ccccc2Cl)cc1	-23	-1	9	3.3	-2
4	COc1ccc(C2C3=C(Nc4ncnn42)c2ccccc2CC3)cc1OC (centres undefined)	-20	-1	-12	0.1	-5
5	Cc1c(C(Nc2ccccn2)c2ccc(Cl)cc2)c(=O)n(-c2ccccc2)n1C (centres undefined)	20	5	-8	0.5	2
6	C/C(CC(=O)NC1CCCCC1)=N\NC(=O)Cc1ccc(-c2ccccc2)cc1	-26	0	2	0.3	2
7	CCOC(=O)c1c(-c2ccccc2)csc1NC(=S)NC	5	4	-2	0.0	-4
8	COC(=O)C1CC(=O)N(CCc2c[nH]c3ccccc23)C1 (centres undefined)	1	-1	-9	0.0	-2
9	CC1(C)CC(=O)C(CC(=O)N2CCC(Cc3ccccc3)CC2)C(=O)C1	7	-1	-4	-0.1	2
10	CC1CCCCC1NC(=O)CN1CCN(S(=O)(=O)c2ccc(Br)s2)CC1 (centres undefined)	25	nt	nt	-0.1	nt

cpd	HCV core dimer	PP5 primary	PP1 inh	ZTA DNA inh
1	5	2.7	1	0
2	-2	0.9	1	14
3	-2	1.9	-2	20
4	5	2.2	-6	0
5	2	-1.4	1	1
6	0	-0.7	-2	-11
7	-2	3.3	-5	8
8	-3	3.1	-6	-6
9	-5	-4.0	-2	19
10	nt	0.7	-2	10

Next section.
cpd	SMILES	PREPL inhibitor	TPT1 inh	EBNA-1 inh	Efflux pump inh	CTSL1 counter
11	COc1cc(OC)c(OC)cc1CN1CCC(O)CC1	-9	1	-11	0.1	-2
12	CC(C)Oc1ccc(CCC(=O)N/N=C/c2ccc3c(c2)OCO3)cc1	38	-7	-1	-0.1	5
13	CCc1noc(C)c1C(=O)N1CCC(CCC(=O)Nc2cccc(C)c2)CC1	3	3	0	0.4	-2
14	O=C1COc2ccc(N3C(=O)C=CC3=O)cc2N1	-4	-3	4	-0.1	3
15	C/C(=N/NC(=O)CN(c1ccccc1)S(=O)(=O)c1ccccc1)c1ccccc1O	-105	1	-9	0.8	-4
16	O=C(CSC(=S)N1CCOCC1)Nc1ccc(S(=O)(=O)Nc2ncccn2)cc1	23	2	0	0.1	1
17	Cc1cccc(OCC(=O)Nc2ccc(C(=O)Nc3ccccc3C(=O)O)cc2)c1C	-5	1	-1	0.1	3
18	O=C(NCc1ccccc1Cl)C1CCC(CNc2nc(=S)[nH]c3ccccc23)CC1 (centres undefined)	7	3	-22	0.1	-2
19	Cc1cccn2c(=O)c3cc(C#N)c(=N)n(Cc4ccncc4)c3nc12	3	4	7	-0.1	-1
20	O=C(CN1C(=O)S/C(=C/c2ccncc2)C1=O)Nc1ccccc1	3	2	3	0.2	-4

cpd	HCV core dimer	PP5 primary	PP1 inh	ZTA DNA inh
11	0	-0.6	-4	-4
12	2	1.9	-2	0
13	2	2.8	-9	-12
14	14	0.9	1	6
15	6	1.4	3	14
16	-2	0.2	-3	-3
17	21	2.7	9	13
18	9	-1.2	-3	4
19	-1	0.4	1	-1
20	-1	3.5	-3	-9

Going on with the list:
cpd	SMILES	PREPL inhibitor	TPT1 inh	EBNA-1 inh	Efflux pump inh	CTSL1 counter
21	CC(C)(C)c1ccc(NC(=O)C2CCCN(c3cnccn3)C2)cc1 (centres undefined)	3	0	4	0.0	-1
22	Cc1cc(NCCCN2CCOCC2)n2ncc(-c3ccc(Cl)cc3)c2n1	20	-2	-5	0.0	5
23	O=C(NC1CCCCC1)C1CCCN1S(=O)(=O)c1ccc(Cl)cc1 (centres undefined)	13	-3	-6	0.0	2
24	NC(Cc1ccc2nsnc2c1)C(=O)O (centres undefined)	9	-3	-1	0.1	-1
25	COc1ccc(-c2csc3ncnc(N4CCN(S(=O)(=O)c5ccc(C(C)=O)cc5)CC4)c23)cc1	-11	-3	-6	0.5	-5
26	O=C(c1cccs1)N1CCN(Cc2nc3ccccc3c(=O)[nH]2)CC1	5	-4	3	0.0	-2
27	CC(=O)c1cccc(N2C(=O)Nc3ccccc3N2O)c1	-4	0	-1	0.1	-1
28	N#C/C(=C/c1ccc(Br)s1)C(=O)NCCc1c[nH]c2ccccc12	20	1	15	5.5*	-4
29	CCOC(=O)c1ccc(NC(=S)NCc2ccc(S(N)(=O)=O)cc2)cc1	-1	-1	-2	-0.1	0
30	CN(C)CCCN(C(=O)COc1ccc(Cl)cc1)c1nc2c(F)cccc2s1	-24	-3	-2	0.1	0

cpd	HCV core dimer	PP5 primary	PP1 inh	ZTA DNA inh
21	-6	3.1	2	-25
22	-6	5.1	0	-20
23	-12	0.9	1	-7
24	-7	3.2	-2	2
25	3	2.5	8	-11
26	-3	1.0	-2	5
27	6	2.1	-4	-2
28	-15	2.2	-3	28
29	13	-1.3	-3	2
30	-6	1.0	0	0

Down the list, as entered above:
Nos. 24–27 in Efflux pump inh, in turn: 0.1, 0.5, 0.0, 0.1

New compounds follow.
cpd	SMILES	PREPL inhibitor	TPT1 inh	EBNA-1 inh	Efflux pump inh	CTSL1 counter
31	COc1cccc(NC(=O)NC2CCN(Cc3nnnn3Cc3ccc4c(c3)OCO4)CC2)c1	6	-1	-6	0.0	0
32	COC(=O)CNc1nc(Cl)nc(Nc2ccc(Cl)cc2)n1	-11	-1	-2	0.0	-2
33	COCCCNc1nc(CC(C)C)nc2c1nnn2Cc1ccccc1	2	4	2	0.0	4
34	CC(C)N1CC(C(=O)Nc2ccccc2)CC1=O (centres undefined)	9	-2	5	-0.1	7
35	Cc1ccc2nc(NNC(=O)c3ccc4c(c3)OCCO4)sc2c1	10	-2	-5	0.1	0
36	COc1ccc(/C=N/Nc2nc(C(=O)O)cs2)cc1	6	-3	-2	0.0	2
37	CN1CCN(c2nc3c(c(=O)n(C)c(=O)n3C)n2Cc2ccc(Cl)cc2)CC1	15	-3	-5	0.1	3
38	CC1Cc2ccccc2N1C(=O)CCNS(=O)(=O)c1ccc2c(c1)CCC(=O)N2 (centres undefined)	1	3	-4	0.0	0
39	O=C(NCCCNc1ccc(C(F)(F)F)cc1[N+](=O)[O-])c1ccc(Cl)cc1	27	1	13	0.0	-2
40	C=CCn1c(C)cc(C(=O)CSc2nnc(-c3cccc(S(=O)(=O)N(CC)CC)c3)o2)c1C	0	-3	4	0.1	5

cpd	HCV core dimer	PP5 primary	PP1 inh	ZTA DNA inh
31	-2	1.4	-1	-12
32	-3	2.8	-2	-3
33	6	2.5	-3	5
34	-3	-1.5	-1	3
35	-1	-0.4	-3	-4
36	-9	2.5	20*	7
37	3	-0.8	-1	15
38	-6	-1.3	-3	-10
39	4	6.2	3	-2
40	4	0.6	1	13

(cont.)
cpd	SMILES	PREPL inhibitor	TPT1 inh	EBNA-1 inh	Efflux pump inh	CTSL1 counter
41	Cc1nn(CC(=O)NC2CCCCC2)c(=O)c2cccn12	0	-3	5	0.0	0
42	CC(=O)Nc1cccc(C(=O)OCC(=O)c2ccc(S(=O)(=O)N3CCCCC3)cc2)c1	5	-2	-8	0.0	-4
43	COc1cc(OC)cc(C(=O)NC(C(=O)N2CCc3ccccc3C2)C(C)C)c1 (centres undefined)	-27	1	-9	0.0	0
44	CCN(CC)C(=O)c1sc(N)c(C#N)c1C	4	-3	-11	0.2	7
45	COc1ccc(C2(CNC(=O)c3ccc(N)cc3)CCCC2)cc1	10	-1	-2	-0.1	-1
46	COc1ccc(CN2CC(C(=O)NCCC3=CCCCC3)CC2=O)cc1 (centres undefined)	12	-2	1	0.0	-5
47	Clc1ccc(OCc2cc(-c3ccccc3)no2)c(Cl)c1	-2	0	9	0.0	2
48	CCc1c(C)sc(NC(=O)C2CCCO2)c1C#N (centres undefined)	4	-3	-2	0.0	7
49	Cc1cc(C)c2c(N)c(C(=O)Nc3ccc(F)cc3)sc2n1	-1	2	-1	-0.1	2
50	O=C(Cn1c(=O)c2cccn2c2cccnc21)N1CCN(c2ccc(Cl)cc2)CC1	40	-1	-3	-0.1	5

cpd	HCV core dimer	PP5 primary	PP1 inh	ZTA DNA inh
41	1	-2.3	0	1
42	9	0.3	-6	-1
43	-3	2.2	-1	13
44	0	1.8	-1	10
45	1	-0.3	0	7
46	-2	5.7	0	-20
47	0	2.6	-2	14
48	1	1.1	0	8
49	-3	2.1	0	1
50	28	1.0	0	-1

Additional results.
cpd	SMILES	PREPL inhibitor	TPT1 inh	EBNA-1 inh	Efflux pump inh	CTSL1 counter
51	COc1cccc(-c2ncc3ccccc3c2CO)c1	0	nt	nt	0.0	nt
52	O=C(NC1CCCc2ccccc21)c1cncc(Br)c1 (centres undefined)	18	-4	-15	3.4*	-3
53	O=C(O)CCCC(=O)Nc1cccc(C(=O)Nc2ccccc2C(=O)O)c1	4	-5	0	-0.1	1
54	CCc1noc(C)c1C(=O)NCCc1c[nH]c2ccccc12	-7	2	-14	0.0	1
55	NC(=O)CSc1nnc(-c2ccc(S(=O)(=O)N3CCCCC3)cc2)n1-c1ccccc1	12	-1	-1	-0.1	-6
56	O=C(COC(=O)CNC(=O)c1ccc(Cl)cc1)Nc1ncc(C(F)(F)F)cc1Cl	-3	-5	2	-0.1	-2
57	COc1cc(-c2cc(C(=O)O)c3c(OC)c(OC)c(OC)cc3n2)ccc1O	-6	-2	-7	0.2	1
58	Cc1ccc(CSc2nc3c(c(N(C)C)n2)CCCC3)cc1	6	-4	3	0.2	-3
59	O=C(NCc1nc2ccccc2[nH]1)C1=C[C@H](C2CC2)C[C@H](OCCCCO)O1	-4	1	-1	0.0	-4
60	Cc1cccc(C)c1NC(=O)CSc1nnc(Cn2nnc(-c3ccccc3)n2)n1-c1ccccc1	2	-3	8	0.0	0
61	O=C(CCCc1ccccc1)N=C1SC2CS(=O)(=O)CC2N1c1ccccc1 (centres undefined)	6	-3	-19	0.0	-26

cpd	HCV core dimer	PP5 primary	PP1 inh	ZTA DNA inh
51	nt	1.2	-1	0
52	2	3.8	-5	-14
53	-2	-2.1	-2	-6
54	-5	-0.9	1	-8
55	-7	0.8	0	-14
56	2	0.2	3	-2
57	-6	2.6	9	7
58	7	2.2	0	11
59	5	-0.8	-2	16
60	10	1.1	1	0
61	-2	1.6	0	-9

Not all compounds are listed, so the mix of outcomes need not match the whole.
